Vif-APOBEC3F blk: Vif-A3F binding inhibition | HeLa A3F-eYFP + Vif (tagged APOBEC3F with the HIV-1 protein that degrades it), YFP fluorescence increase | Potency, µM (top dose mostly 46.1 µM), without a hit: at the top dose activity, negative = active | 0.2% of 390,000 active; also: potency is read from the fitted curve at half-maximal effect; % of control where 0% means no effect; nearly all actives have a fitted effect of over 65% in size
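Fluorescence increase (Ex 488/Em 500-530) after overnight compound treatment at 37 deg C flags inhibition of Vif-driven A3F-eYFP loss in stable HeLa A3F-eYFP/Vif cells seeded overnight beforehand.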
RGS4 inh: human RGS4 inhibition; P49798; Transcreener GDP fluorescence polarization, RGS4-accelerated GTP hydrolysis; Potency, µM (highest dose often 114 µM), without a hit: at the top dose activity change, negative = inhibition, most hits filed as inhibitors; 0.039% of 390,000 active; also: potency is read from the fitted curve at half-maximal effect; % is scaled to controls: 0 for no effect and ±100 for the full control effect; nearly all actives have a fitted effect of over 75% in size; some results filed as inactive show a strong effect at the top dose
Target sequence (P49798 whole entry, looked up): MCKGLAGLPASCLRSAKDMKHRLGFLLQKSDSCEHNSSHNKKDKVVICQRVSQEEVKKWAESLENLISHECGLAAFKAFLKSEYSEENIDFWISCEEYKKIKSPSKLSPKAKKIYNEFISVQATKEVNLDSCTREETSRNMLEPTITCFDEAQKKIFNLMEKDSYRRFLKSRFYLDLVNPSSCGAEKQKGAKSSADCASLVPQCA
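MLSMR compounds (23 nl, pin-transferred) preincubated 10 min at room temperature with a 500nM (2x) first reagent, then RGS4 at 900nM (2x) plus Transcreener GDP mix added; fluorescence polarization (620/688 nm) read before and after 90 min at 30 °C.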
TrxR1 substrate: is turned over as a substrate by rat TrxR1; O89049; purified TrxR1 substrate turnover, NADPH consumption readout; Potency, µM (highest dose often 114 µM), for inactives: at the highest dose activity change, negative = substrate turnover; 0.01% of 390,000 active; also: potency is read from the fitted curve at half-maximal effect; % is scaled to controls: 0 for no effect and ±100 for the full control effect; nearly all actives have a fitted effect of over 50% in size
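Rat TrxR1, dispensed at 90 nM, was prereduced with 400 uM NADPH (final) for 5 min at ~22 deg C, then incubated with compound 15 min before 400 uM selenite. A first-read NADPH fluorescence drop versus no-compound background flagged substrates.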
LDHA block: LDHA (human) enzyme inhibition. activity change, % (values are at about 110 or 230 µM). 0.15% of 480,000 active. purified LDHA, NADH/diaphorase-resazurin fluorescence; active compounds read low; in the data active = activity change below about -30%; inconclusive = mostly about -25% to -30%;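 also: plate controls were DMSO wells for no effect and wells without enzyme for full effect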
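Enzyme activity of human lactate dehydrogenase 5 (2 nM; 0.06 mM NADH, 0.2 mM pyruvate, 5 min, RT) is measured via a resazurin/diaphorase fluorescence readout of residual NADH.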
rTrxR1 inhibitor: rat TrxR1 inhibition; Potency, µM (top dose mostly 114 µM), inactives show top-dose activity change, negative = inhibition, actives largely listed as inhibitors; AID 588453; 1% of 390,000 active; recombinant rTrxR1, NADPH fluorescence consumption, selenite substrate; also: potency is read from the fitted curve at half-maximal effect; % is scaled to controls: 0 for no effect and ±100 for the full control effect; nearly all actives have a fitted effect of over 65% in size
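Rat TrxR1 (90 nM in the dispensed reagent) was pre-reduced with 400 uM NADPH for 5 min at room temperature, then incubated with compound for 15 min. After 400 uM selenite was added, NADPH fluorescence (Ex 340/Em 450 nm) was followed for 8 min.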
IDH1 R132H inh: human IDH1 R132H inhibition | Potency, µM (highest dose often 76.6 µM), without a hit: at the top dose activity change, negative = inhibition, most hits filed as inhibitors | 0.093% of 390,000 active | O75874 | IDH1-R132H enzyme, NADPH consumption, diaphorase/resazurin fluorescence; also: potency is read from the fitted curve at half-maximal effect; % is scaled to controls: 0 for no effect and ±100 for the full control effect; nearly all actives have a fitted effect of over 65% in size
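IDH1-R132H (0.5 ug/mL dispensed) in pH 7.5 Tris buffer was preincubated 30 min with compound, then given a substrate mix of 0.016 mM NADPH and 2 mM alpha-KG for 80 min at room temperature; remaining NADPH was read by diaphorase/resazurin fluorescence.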
Vif-APOBEC3G blk: inhibitors of Vif-APOBEC3G interaction; Q9HC16; HeLa A3G-eYFP + Vif (tagged APOBEC3G with the HIV-1 protein that degrades it), YFP fluorescence, overnight; Potency, µM (series often up to 46.1 µM), inactives show at the top dose activity, negative = active, actives largely listed as inhibitors; 0.076% of 410,000 active;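 also: potency is read from the fitted curve at half-maximal effect; % is scaled to controls: 0 for no effect and ±100 for the full control effect; nearly all actives have a fitted effect of over 60% in size; hits raise eYFP signal because A3G escapes Vif-driven loss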
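HeLa cells stably expressing Vif and C-terminally eYFP-tagged A3G, seeded overnight at 37 deg C, then exposed to compound by pintool overnight at 37 deg C. Rise in yellow fluorescence (Ex 488/Em 500-530, Acumen) marks blocked Vif-driven A3G degradation.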
Glioma ERSR ind: inducers of ER stress response in human glioma cells | U87-MG GRP78 promoter luciferase reporter, 16 h | Potency, µM, inactives show at the top dose activation, actives largely listed as activators | AID 602332 | 0.02% of 420,000 active; also: potency is read from the fitted curve at half-maximal effect; series mostly up to about 76 µM; % of control where 0% means no effect; nearly all actives have a fitted effect of over 35% in size
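ERSR induction read as luciferase luminescence (Bright-Glo, 10 min at room temperature) in stably transfected human U87-MG glioma cells exposed to compounds for 16 h, using GRP78 as sensor.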
USP1-UAF1 inh: USP1/UAF1 (human) deubiquitinase inhibition | 0.23% of 390,000 active | AID 743255 | Potency, µM (top dose mostly 57.1 µM), for the others: top-dose activity change, negative = inhibition, hits mostly inhibitors | recombinant USP1/UAF1, Ub-Rhodamine cleavage fluorescence; also: potency is read from the fitted curve at half-maximal effect; % is scaled to controls: 0 for no effect and ±100 for the full control effect; nearly all actives have a fitted effect of over 60% in size; inactives centre near -12
Target sequence (O94782 whole entry, looked up): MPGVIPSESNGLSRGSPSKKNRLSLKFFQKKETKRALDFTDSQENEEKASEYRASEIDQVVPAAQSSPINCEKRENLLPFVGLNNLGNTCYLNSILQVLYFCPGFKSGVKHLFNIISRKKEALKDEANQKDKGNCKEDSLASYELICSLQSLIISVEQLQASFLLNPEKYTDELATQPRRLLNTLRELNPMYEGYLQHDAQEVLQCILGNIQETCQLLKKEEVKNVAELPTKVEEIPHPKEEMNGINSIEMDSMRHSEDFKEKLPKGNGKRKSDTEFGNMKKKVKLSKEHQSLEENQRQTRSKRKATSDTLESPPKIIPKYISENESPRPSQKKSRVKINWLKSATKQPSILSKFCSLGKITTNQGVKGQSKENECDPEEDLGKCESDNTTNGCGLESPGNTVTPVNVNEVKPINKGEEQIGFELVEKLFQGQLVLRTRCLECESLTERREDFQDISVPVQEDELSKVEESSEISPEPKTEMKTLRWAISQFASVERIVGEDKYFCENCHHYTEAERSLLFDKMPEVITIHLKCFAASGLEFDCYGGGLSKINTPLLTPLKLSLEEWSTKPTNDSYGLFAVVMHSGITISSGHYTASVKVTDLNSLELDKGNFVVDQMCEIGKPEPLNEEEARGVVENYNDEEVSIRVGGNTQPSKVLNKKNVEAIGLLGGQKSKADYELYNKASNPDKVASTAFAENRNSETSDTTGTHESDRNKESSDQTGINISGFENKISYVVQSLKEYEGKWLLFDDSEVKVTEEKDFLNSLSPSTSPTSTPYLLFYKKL
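1 nM enzyme complex + cpd, 15 min RT; start with Ub-Rho 150nM final; kinetic fluorescence ex 480/em 540, 6 reads q60 s. Buffer 50mM HEPES pH 7.8, 0.5mM EDTA, 0.1 mg/ml BSA, 1mM TCEP, 0.01% Tween-20.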
The depositor's hits bear a star; [ ] = dose if it differs, or a comment. Unless noted, calls follow the shape of the dose curve; as a rule, active = well fitted curve in the direction sought with a large enough effect; inconclusive = small, poorly fitted or top-dose-only effect, or another doubt; inactive = no such curve, though single readings can be large; an effect the other way counts as inactive or inconclusive.

`Cc1cc(-c2ccccc2)c2c(n1)sc1c(O)cc(=O)[nH]c12` gave Vif-APOBEC3F blk 3%, RGS4 inh -13%, TrxR1 substrate 25%, LDHA block -1, rTrxR1 inhibitor 12%, IDH1 R132H inh 12%, Vif-APOBEC3G blk 0%, Glioma ERSR ind -5% and USP1-UAF1 inh -19%.
Cc1cc(N2CCOCC2)ccc1/C=C1\SC(=O)N(C(C)C)C1=O was read as Vif-APOBEC3F blk 0%, RGS4 inh 9%, TrxR1 substrate 4%[57.1 µM], LDHA block -5, rTrxR1 inhibitor 16%[57.1 µM], IDH1 R132H inh -2%, Vif-APOBEC3G blk 0%, Glioma ERSR ind -1% and USP1-UAF1 inh inconclusive.
`Cc1ccc2nc(NC(=O)c3nc(SCc4ccccc4C)ncc3Cl)sc2c1` gave Vif-APOBEC3F blk 4%, RGS4 inh 28%, TrxR1 substrate -1%, LDHA block -8, rTrxR1 inhibitor 14%, IDH1 R132H inh -3%, Vif-APOBEC3G blk 1%, Glioma ERSR ind 0% and USP1-UAF1 inh -23%.
For COc1cccc(N2CCN(S(=O)(=O)c3ccc4ccccc4c3)CC2)c1 the results were Vif-APOBEC3F blk -3%, RGS4 inh 23%, TrxR1 substrate 6%, LDHA block 2, rTrxR1 inhibitor 24%, IDH1 R132H inh 3%, Vif-APOBEC3G blk -1%, Glioma ERSR ind -5% and USP1-UAF1 inh -7%.
CC(=O)N[C@@H](Cc1c[nH]c2ccccc12)C(=O)OCC(=O)Nc1ccc(Cl)c(S(=O)(=O)N(C)C)c1 was read as Vif-APOBEC3F blk 2%, RGS4 inh 8%, TrxR1 substrate -10%, LDHA block 0, rTrxR1 inhibitor 17%, IDH1 R132H inh 5%, Vif-APOBEC3G blk 1%, Glioma ERSR ind -1% and USP1-UAF1 inh 0%.
For Cc1cccc(C)c1NC(=O)C(c1ccc([N+](=O)[O-])cc1)N1CCCCC1 (stereo not drawn) the results were Vif-APOBEC3F blk 0%, RGS4 inh -6%[56.9 µM], TrxR1 substrate -13%, LDHA block -13, rTrxR1 inhibitor -11%, IDH1 R132H inh 0%, Vif-APOBEC3G blk 3%, Glioma ERSR ind -6% and USP1-UAF1 inh 1%.
For COCCCNC(=O)CCN1C(=O)COc2ccccc21 the results were Vif-APOBEC3F blk 1%, RGS4 inh -10%, TrxR1 substrate 9%, LDHA block -8, rTrxR1 inhibitor 13%, IDH1 R132H inh 0%, Vif-APOBEC3G blk 0%, Glioma ERSR ind -3% and USP1-UAF1 inh -10%.
Screening CCOc1cccc2cc(-c3nc(-c4ccccc4C)no3)c(=O)oc12 returned Vif-APOBEC3F blk -9%, RGS4 inh -11%, TrxR1 substrate -8%, LDHA block 2, rTrxR1 inhibitor -15%, IDH1 R132H inh 6%, Vif-APOBEC3G blk -7%, Glioma ERSR ind 0% and USP1-UAF1 inh -14%.
`CCn1c(COc2ccccc2Cl)nnc1SCC(=O)Nc1ncccc1C` gave Vif-APOBEC3F blk -3%, RGS4 inh 12%, TrxR1 substrate -8%, LDHA block -6, rTrxR1 inhibitor -13%, IDH1 R132H inh 3%, Vif-APOBEC3G blk 3%, Glioma ERSR ind 3% and USP1-UAF1 inh 3%.
O=c1[nH]c2ccccc2nc1NCc1ccccc1 was read as Vif-APOBEC3F blk 1%, RGS4 inh -5%, TrxR1 substrate 12%, LDHA block -5, rTrxR1 inhibitor 3%, IDH1 R132H inh -7%, Vif-APOBEC3G blk 0%, Glioma ERSR ind 3% and USP1-UAF1 inh -17%.
CCOC(=O)c1cccc(NC(=O)Cn2c(=O)nc(-c3ccccc3F)c3cc(Cl)ccc32)c1 was read as Vif-APOBEC3F blk -2%, RGS4 inh 3%, TrxR1 substrate 4%[57.1 µM], LDHA block -17, rTrxR1 inhibitor 17%[57.1 µM], IDH1 R132H inh -12%, Vif-APOBEC3G blk -1%, Glioma ERSR ind 1% and USP1-UAF1 inh -18%.
`Cc1ccc(C(=O)NC(C)c2ccc3c(c2)OCO3)s1` (stereo not drawn) gave Vif-APOBEC3F blk 1%, RGS4 inh -95%[56.9 µM], TrxR1 substrate -6%, LDHA block 3, rTrxR1 inhibitor 12%, IDH1 R132H inh 2%, Vif-APOBEC3G blk 0%, Glioma ERSR ind 5% and USP1-UAF1 inh -14%.
Screening CCOC(=O)Nc1ccc(=O)n(Cc2c(Cl)cccc2Cl)c1 returned Vif-APOBEC3F blk 1%, RGS4 inh inconclusive, TrxR1 substrate 30%, LDHA block 0, rTrxR1 inhibitor -23%, IDH1 R132H inh 7%, Vif-APOBEC3G blk 3%, Glioma ERSR ind -5% and USP1-UAF1 inh -18%.
O=C(NCc1ccccc1)C(=O)NCC1COc2ccccc2O1 (stereo not drawn) was read as RGS4 inh -35%, TrxR1 substrate 1%, LDHA block -1, rTrxR1 inhibitor 17%, IDH1 R132H inh 3%, Vif-APOBEC3G blk inconclusive, Glioma ERSR ind -3% and USP1-UAF1 inh -15%.
For O=S(=O)(c1ccc2ccccc2c1)N1CCN(Cc2ccccn2)CC1 the results were Vif-APOBEC3F blk 4%, RGS4 inh -21%, TrxR1 substrate 5%[57.1 µM], LDHA block -19, rTrxR1 inhibitor 5%[57.1 µM], IDH1 R132H inh 5%, Vif-APOBEC3G blk 0%, Glioma ERSR ind 0% and USP1-UAF1 inh -8%.
Screening Cc1cc(NC(=O)C2C3C(=O)N(Cc4ccc(Cl)cc4)C(C(=O)NC4CCCCC4)C34C=CC2(C)O4)no1 (stereo not drawn) returned Vif-APOBEC3F blk -3%, RGS4 inh 16%, TrxR1 substrate -14%, LDHA block -6, rTrxR1 inhibitor -15%, IDH1 R132H inh 9%, Vif-APOBEC3G blk 1%, Glioma ERSR ind 1% and USP1-UAF1 inh 2%.
COc1nnc(-c2ccc(N3CCCCC3)c(NC(=O)c3ccc(C)cc3)c2)c2ccccc12 was read as Vif-APOBEC3F blk 0%, RGS4 inh 2%, TrxR1 substrate 4%, LDHA block -13, rTrxR1 inhibitor 28%, IDH1 R132H inh -18%, Vif-APOBEC3G blk 2%, Glioma ERSR ind -2% and USP1-UAF1 inh -18%.
Screening C=CCN(C(=O)c1csnn1)C(C(=O)NCc1ccc(F)cc1)c1sccc1C (stereo not drawn) returned Vif-APOBEC3F blk 5%, RGS4 inh 19%, TrxR1 substrate -2%, LDHA block -5, rTrxR1 inhibitor 8%, IDH1 R132H inh -15%, Vif-APOBEC3G blk 9%, Glioma ERSR ind -3% and USP1-UAF1 inh -12%.
CCNC(=S)N/N=C/c1ccc(OCC(=O)Nc2ccc(C)cc2)cc1 was read as Vif-APOBEC3F blk -1%, RGS4 inh -7%, TrxR1 substrate -3%, LDHA block 0, rTrxR1 inhibitor 6%, IDH1 R132H inh -4%, Vif-APOBEC3G blk -6%, Glioma ERSR ind -4% and USP1-UAF1 inh 1%.
O=C(CSc1nnc(COc2ccc(Cl)cc2)o1)N1CCOCC1 was read as Vif-APOBEC3F blk 0%, RGS4 inh 3%, TrxR1 substrate 3%, LDHA block 0, rTrxR1 inhibitor 10%, IDH1 R132H inh 4%, Vif-APOBEC3G blk 0%, Glioma ERSR ind -1% and USP1-UAF1 inh -24%.
Screening CCOc1cc(C2C(C(=O)OC)=C(C)NC3=C2C(=O)c2ccccc23)ccc1OC (stereo not drawn) returned Vif-APOBEC3F blk 3%, RGS4 inh -15%, TrxR1 substrate 3%[57.1 µM], LDHA block 2, rTrxR1 inhibitor 10%[57.1 µM], IDH1 R132H inh 1%, Vif-APOBEC3G blk -11%, Glioma ERSR ind -2% and USP1-UAF1 inh -21%.
Screening CC1=C(C(=O)Nc2ccc(Cl)cc2)C(c2ccccc2C)n2ncc(C(=O)Nc3ccc(C)cc3)c2N1 (stereo not drawn) returned Vif-APOBEC3F blk 4%, RGS4 inh 11%, TrxR1 substrate 7%, LDHA block -13, rTrxR1 inhibitor -4%, IDH1 R132H inh -8%, Vif-APOBEC3G blk 3%, Glioma ERSR ind -5% and USP1-UAF1 inh -23%.
`CCOCC(=O)Nc1nnc(COCC)s1` gave Vif-APOBEC3F blk 5%, RGS4 inh 5%, TrxR1 substrate 1%[57.1 µM], LDHA block -6, rTrxR1 inhibitor 10%[57.1 µM], IDH1 R132H inh 6%, Vif-APOBEC3G blk 3%, Glioma ERSR ind -5% and USP1-UAF1 inh -10%.
For Cc1cccc(C)c1NC(=O)Cn1c(SCC(=O)NCc2ccccc2)nc2ccccc21 the results were Vif-APOBEC3F blk 4%, RGS4 inh -5%, TrxR1 substrate -6%[57.1 µM], LDHA block -11, rTrxR1 inhibitor 2%[57.1 µM], IDH1 R132H inh -5%, Vif-APOBEC3G blk -6%, Glioma ERSR ind 0% and USP1-UAF1 inh -16%.
Screening COC(=O)C1(O)CC(C(C)C)=NN1C(=O)c1ccc(Cl)cc1 (stereo not drawn) returned Vif-APOBEC3F blk 2%, RGS4 inh -2%, TrxR1 substrate 6%, LDHA block -4, rTrxR1 inhibitor 15%, IDH1 R132H inh 7%, Vif-APOBEC3G blk 2%, Glioma ERSR ind -3% and USP1-UAF1 inh -21%.

Screening results as filed in PubChem BioAssay.

Only part of the results is shown, so the mix of outcomes need not match the whole.
